Compound activity (PubChem BioAssay)
MmCpn inh: M. maripaludis TRiC chaperonin inhibition; purified Mm-Cpn ATPase, ADP Transcreener TR-FRET; Potency, µM (series often up to 76.9 µM), inactives show top-dose activity, negative = inhibition, actives largely listed as inhibitors; hit rate 0.031% among 330,000; AID 504842; also: potency is read from the fitted curve at half-maximal effect; % is scaled to controls: 0 for no effect and ±100 for the full control effect; nearly all actives have a fitted effect of over 80% in size
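Purified archaeal Mm-CPN (25nM final) preincubated 10 min at 37degC with compound, then 10uM ATP for 30 min at 37degC; ADP measured by HTRF Transcreener TR-FRET; buffer 30 mM TRIS pH 7.4, 100mM KCl, 5mM MgCl2, 1mM DTT.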
D3 antag: blocks the human D3 dopamine receptor; P35462; hit rate 2.5% among 360,000; D3R cells, DiscoveRx beta-arrestin luminescence, antagonist mode; stronger effect = lower value; max response, negative = inhibition, %; in the data active = max response below about -50%; inconclusive = no clear call, values can overlap the other calls; also: % is scaled to controls: 0 for no effect and ±100 for the full control effect; mostly tested at two doses, the higher about 12 µM
Target sequence (P35462 whole entry, looked up): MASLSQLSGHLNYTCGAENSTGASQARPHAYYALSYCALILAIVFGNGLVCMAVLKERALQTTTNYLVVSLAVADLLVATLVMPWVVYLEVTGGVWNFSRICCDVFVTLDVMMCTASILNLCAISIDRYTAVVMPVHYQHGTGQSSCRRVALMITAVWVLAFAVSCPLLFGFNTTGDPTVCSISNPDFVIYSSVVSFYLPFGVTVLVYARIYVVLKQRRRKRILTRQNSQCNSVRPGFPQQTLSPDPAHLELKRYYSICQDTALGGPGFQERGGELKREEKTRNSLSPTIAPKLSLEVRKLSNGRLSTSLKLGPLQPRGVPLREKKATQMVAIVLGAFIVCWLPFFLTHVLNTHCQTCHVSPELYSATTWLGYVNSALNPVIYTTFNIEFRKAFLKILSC
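Cells plated overnight at 1500 cells/well, then exposed to library compounds with dopamine controls for 90 minutes at 37 degrees C. DiscoveRx reagent added for 30–60 minutes at room temperature; luminescence read, quantitative HTS format.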
PTHR1 ag: PTHR1 (human) receptor agonism; Q03431; HEK293 GP2 PTHR1 cells, GloSensor cAMP luminescence, 1 h; Potency, µM (series often up to 115 µM), without a hit: top-dose activation, hits mostly activators; hit rate 0.075% among 410,000; also: potency is read from the fitted curve at half-maximal effect; nearly all actives have a fitted effect of over 55% in size; some results filed as inactive show a strong effect at the top dose; inactives centre near -15; many of its hits are not listed in these tables
Target sequence (Q03431 whole entry, looked up): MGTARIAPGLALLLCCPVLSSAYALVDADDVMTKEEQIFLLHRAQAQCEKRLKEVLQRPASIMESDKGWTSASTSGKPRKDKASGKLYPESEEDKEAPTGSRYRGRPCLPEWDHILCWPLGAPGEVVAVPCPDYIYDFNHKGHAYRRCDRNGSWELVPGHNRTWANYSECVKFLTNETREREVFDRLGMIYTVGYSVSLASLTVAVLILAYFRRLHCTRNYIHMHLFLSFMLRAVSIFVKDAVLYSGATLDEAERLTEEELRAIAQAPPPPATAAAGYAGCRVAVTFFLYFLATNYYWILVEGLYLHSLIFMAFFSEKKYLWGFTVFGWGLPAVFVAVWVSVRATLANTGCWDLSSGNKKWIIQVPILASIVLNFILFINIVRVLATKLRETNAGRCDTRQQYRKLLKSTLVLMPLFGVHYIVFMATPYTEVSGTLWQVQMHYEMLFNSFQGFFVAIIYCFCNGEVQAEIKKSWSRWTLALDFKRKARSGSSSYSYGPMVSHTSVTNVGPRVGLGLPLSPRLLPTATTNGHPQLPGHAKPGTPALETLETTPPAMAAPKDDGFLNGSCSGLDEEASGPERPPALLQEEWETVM
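HEK-293-derived GP2 cells expressing PTHR1 and a GloSensor cAMP reporter, 3,000/well, plated overnight, given luciferin plus IBMX (each 0.5 mM as added) for 1 h at 37 °C, then compound for 1 h at 37 °C. Luminescence was read after 15 min at room temperature.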
DRD3 agonist: agonists of human D3 dopamine receptor; max activation, %; D3R DiscoveRx beta-arrestin cells, luminescence, 90 min; hit rate 0.58% among 410,000; AID 652048; P35462; in the data active = max activation above about 30%; also: 0% is about no effect; mostly tested at two doses, the higher about 12 µM
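Agonist-mode cell screen: cells plated at 1500/well and incubated overnight at 37 °C, then exposed to library compounds for 90 min at 37 °C. Detection reagent was added for 30–60 min at room temperature, and luminescence was read.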
EPAC2 antagonist: blocks human EPAC2 exchange factor. EPAC2 GEF exchange of Rap1B-BODIPY-GDP, fluorescence. Q8WZA2. Potency, µM (top dose mostly 114 µM), for inactives: at the top dose activity, negative = inhibition, most hits filed as inhibitors. hit rate 0.18% among 360,000; also: potency is read from the fitted curve at half-maximal effect; % is scaled to controls: 0 for no effect and ±100 for the full control effect; nearly all actives have a fitted effect of over 45% in size; many of its hits are not listed in these tables
CCT modulator: modulators of cytosolic chaperonin (CCT/TRiC) activity; purified chaperonin ATPase assay, HTRF ADP detection, 30 min; hit rate 0.3% among 360,000; activity change, % (test concentration not listed), hits read low; in the data active = activity change below about -30%; also: % is scaled to controls: 0 for no effect and ±100 for the full control effect
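First, chaperonin was dispensed at 40 nM or 20 nM final depending on batch activity. Next, compounds were pinned at 76 uM and ATP added at 10 uM. After 30 min at 37 °C, ADP detection reagents ran 30 min at ambient temperature.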
EPAC2 ag: activates human EPAC2 exchange factor; AID 720711; Potency, µM (top dose mostly 154 µM), inactives show at the top dose activation, actives largely listed as activators; EPAC2 activation, biochemical qHTS; response scale: 100% = 6.5 mM cAMP response; Q8WZA2; hit rate 0.079% among 360,000; also: potency is read from the fitted curve at half-maximal effect; nearly all actives have a fitted effect of over 50% in size
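Nucleotide exchange monitored as fluorescence drop when BODIPY-GDP leaves Rap1B. Reaction: 100 nM EPAC2, 250 nM RAP1B-BODIPY-GDP, 50 uM GDP, room temperature, kinetic read over 30 min. Activity expressed relative to 6.5 mM cAMP.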
Akt phos inh: inhibitors of Akt phosphorylation | Neuro2A IGF-stimulated pAkt S473 HTRF, 20 min; stronger effect = lower value | activity change, % for hits at 50 µM | hit rate 0.32% among 360,000 | AID 651550; in the data active = activity change below about -80%; inconclusive = mostly about -51% to -80%; also: % is scaled to controls: 0 for no effect and ±100 for the full control effect
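Neuro2A cells (4,500/well, DMEM with 0.5% FBS) were treated with compound at a single 50 µM final concentration, stimulated with 6 nM IGF for 20 min at 37 °C, and lysed. Phospho-Akt Ser473 was read by HTRF as 665/615 ratio ×10^4.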
The depositor's hits bear a star; i = inactive; ? = inconclusive; / = no result given; [ ] = dose if it differs, or a comment. Unless noted, calls follow the shape of the dose curve; as a rule, active = well fitted curve in the direction sought with a large enough effect; inconclusive = small, poorly fitted or top-dose-only effect, or another doubt; inactive = no such curve, though single readings can be large; an effect the other way counts as inactive or inconclusive.

Order of values: MmCpn inh	D3 antag	PTHR1 ag	DRD3 agonist	EPAC2 antagonist	CCT modulator	EPAC2 ag	Akt phos inh
CC(=O)Nc1ccc(S(=O)(=O)NCc2ccc(C(=O)N3CCOCC3)cc2)cc1
 : 1.9%	4.9	-14.2%	1.3	-2.4%	0.7	5.4%	i
Cc1ccc(S(=O)(=O)Nc2ccc3c(c2)C(=O)N([C@H](C)CO)C[C@H](C)[C@@H](CN(C)C(=O)Nc2ccc(C(F)(F)F)cc2)O3)cc1
 : -0.8%	-1.9	-2.2%	-34.4	-20.5%	-1.9	1.0%	i
COc1cc(C(=O)OCC(=O)NC(C)CCc2ccccc2)cc(OC)c1OC (stereo not given)
 : 0.4%	16.2	-3.3%	-4.3	11.5%	1.7	0.4%	i
COc1ccc(NC(=O)COC(=O)CCc2ccc(S(=O)(=O)N3CCOCC3)cc2)cc1Cl
 : -1.8%	-3.4	-0.3%	5.0	-1.9%	1.6	4.3%	i
Cc1nc(Sc2nnnn2-c2ccccc2)c(C#N)c(C)c1C
 : -4.4%	-0.5	-19.0%	-1.8	-5.8%	-0.4	3.3%	i
Cc1c(C(=O)OCC(=O)N(CC(C)C)c2c(N)n(Cc3ccccc3)c(=O)[nH]c2=O)oc2ccccc12
 : 0.1%	3.8	i	-2.4	6.8%	2.3	-14.8%	i
CCn1c(SCC(=O)NCc2ccco2)nnc1C(C)C
 : -17.7%	21.8	i	4.8	13.2%	-0.8	-5.0%	i
Cc1ccccc1OCC(=O)Nc1ccc2oc(=O)ccc2c1
 : -2.2%	-24.7	-4.2%	-0.2	2.6%	-6.7	2.5%	i
NS(=O)(=O)c1ccc(NC(NC(=O)c2cccnc2)C(Cl)(Cl)Cl)cc1 (stereo not given)
 : 0.1%	1.8	i	2.8	0.1%	-1.9	6.8%	i
N/C(COc1cc(Cl)cc(Cl)c1)=N\O
 : 1.4%	8.2	-17.8%	20.3	5.4%	-0.1	5.6%	i
Cc1c(S(=O)(=O)N2CCc3ccccc3C2)c(=O)n(C)c(=O)n1C
 : -0.8%	0.7	-4.9%	-2.4	-3.0%	-0.6	4.8%	i
Cc1ccccc1NC(=O)N1C2CCCC1CC(NC(=O)C1CC1)C2 (stereo not given)
 : 0.1%	-0.8	i	-2.6	3.4%	0.2	1.0%	i
O=C(CC1CCCCC1)OCn1nnc2ccccc2c1=O
 : 0.0%	-9.7	-19.2%[57.5 µM]	-3.2	-4.8%	-2.0	10.7%	i
Cc1ccccc1-c1cnc(C(O)c2ccc(Cl)cc2C)[nH]1 (stereo not given)
 : /	1.4	i	-3.4	-7.3%	0.6	0.8%	i
COc1ccccc1-c1c(C(F)(F)F)oc2cc(OC(=O)c3ccc([N+](=O)[O-])cc3)ccc2c1=O
 : -0.9%	-15.5	i	-0.5	-5.2%	0.4	4.9%	i
Clc1cccc(CSc2nc3ccncc3[nH]2)c1
 : 0.5%	5.8	-13.0%	-7.0	?	-0.2	3.0%	i
Cc1cccc(C)c1NC(=O)C(c1ccccc1)N1CCC1=O (stereo not given)
 : -0.6%	15.9	i	0.1	1.0%	0.1	4.0%	i
Cc1cc(C)c(-n2c(C)cc(/C=C3/NC(=O)NC3=O)c2C)c(C)c1
 : -1.2%	13.1	-17.4%	4.6	-9.9%	-25.2	-2.2%	i
Cc1ccc(S(=O)(=O)CC(=O)NC(C)c2ccccc2)cc1 (stereo not given)
 : 1.2%	14.7	-13.1%	0.8	0.6%	-0.2	8.4%	i
CC1CC(C)CN(C(=O)c2nn(C)c3c2CS(=O)(=O)c2ccccc2-3)C1 (stereo not given)
 : -1.9%	-10.7	i	3.0	1.2%	-1.6	2.9%	i
O=c1[nH]nc(N/N=C/c2ccccc2OC(F)F)c(=O)[nH]1
 : -1.7%	-19.0	2.0%	2.1	11.3%	2.0	7.3%	i
O=C(Nc1ccccc1C(=O)NC(Cc1ccccc1)C(=O)NC1CCCCC1)c1ccccc1 (stereo not given)
 : 1.4%	8.7	i	0.3	15.5%	0.0	-7.6%	i
COc1ccc(-c2nc3n(c(=O)c2C#N)CCS3)c(OC)c1
 : -6.8%	-17.9	-5.4%	16.3	0.2%	-5.2	-0.3%	i
CN(Cc1ccccc1)S(=O)(=O)c1ccc(Cl)c(C(=O)O)c1
 : -3.5%	-6.8	-2.1%	-0.6	3.1%	-1.0	13.7%	i
COc1ccc(/C=N/NC(=O)CNC(=O)c2ccc3c(c2)OCCO3)cc1OC
 : -2.6%	5.6	i	2.7	-4.2%	-0.3	2.0%	i
O=C(O)CCC(=O)Nc1sc2c(c1C(=O)NCc1ccccc1)CCCC2
 : -1.2%	-0.6	-39.0%[inhibitor]	-0.6	6.1%	1.4	9.7%	i
CC1CCc2nc(NC(=O)CN3CCN(c4ccc(F)cc4)CC3)sc2C1 (stereo not given)
 : -0.5%	-23.3	-10.3%[57.5 µM]	0.2	-10.2%	-2.6	-3.0%	i
Cc1ccc(Nc2ccc(N)cc2S(=O)(=O)O)cc1
 : -3.5%	-25.6	-16.5%	-1.6	23.0%	0.4	-1.4%	i
CC1(C)CC(=O)C(C2=NC3(CCCCCC3)Cc3ccccc32)=C(O)C1
 : -0.9%	13.8	i	3.0	3.0%	0.6	5.6%	i
Cc1cnc(-c2nc3ccccc3n2C(C(=O)NC(C)(C)C)c2ccccc2)cn1 (stereo not given)
 : /	-3.5	1.2%	-3.7	3.7%	/	8.9%	i
COc1ccccc1CNC(=O)C1CCC1
 : 1.2%	?	-17.0%	-7.8	6.0%	1.3	5.6%	i
O=Nc1ccc(NOC(=O)c2ccccc2Br)cc1
 : 2.6%	-9.0	i	-10.4	-5.6%	-3.6	1.7%	i
CC(NC(=O)c1ccc2c(c1)OCCO2)c1ccc(S(N)(=O)=O)cc1 (stereo not given)
 : -0.7%	-8.8	3.4%	-9.3	8.9%	0.1	9.0%	i
O=C(COc1ccc(Br)cc1)NNC(=S)NCc1ccccc1
 : 0.6%	-67.6*	-49.3%[inhibitor]	-10.9	?	-0.5	14.9%	i
Cc1ccc(C2CC(c3ccccc3)=NN2c2ccccc2)o1 (stereo not given)
 : -3.4%	2.0	i	-2.5	-10.1%	-2.3	4.9%	i
CCn1c2ccccc2c2cc(NC(=O)CN(C)CC(=O)Nc3ccc(N4CCOCC4)cc3)ccc21
 : -9.3%	-16.8	-8.2%	-2.7	2.4%	0.0	8.8%	i
CCN(CCN1CCCC1)C(=O)c1cc(COc2ccccc2SC)on1
 : -0.6%	12.8	0.5%	-13.9	2.2%	2.9	9.7%	i
CCOc1ccc(-c2nnn(CC(=O)NCCc3c[nH]c4ccccc34)n2)cc1
 : 0.2%	-9.8	i	0.9	7.7%	0.4	-3.2%	/
CC(=O)Nc1cccc(C(=O)/C=C/c2ccco2)c1
 : -1.2%	?	-9.1%	3.4	1.0%	-1.4	0.1%	i
CC1(C)CC2(CC(c3ccccc3)c3ccc(O)cc3O2)NC(=S)N1 (stereo not given)
 : 0.3%	-18.2	-17.5%	-1.8	-15.0%	1.1	-5.2%	i
COc1cc(N)c(Cl)cc1C(=O)OCC(=O)NCC1CCCCC1
 : 0.6%	-6.3	i	-8.8	-5.5%	-1.1	-3.3%	i
CCOc1ccc(OCC)c(C2C(C#N)=C(N)N(c3cccnc3)C3=C2C(=O)CC(C)(C)C3)c1 (stereo not given)
 : 0.4%	-26.0	-6.4%[57.5 µM]	-1.9	6.9%	-2.2	-5.5%	i
O=C(CSc1nnc(Cc2ccccc2)n1C1CCCCC1)N1CCOCC1
 : 0.7%	-5.8	i	-3.3	-1.0%	-0.5	4.9%	i
Cc1ccccc1-c1cn(-c2ccccc2)c(=S)[nH]1
 : -1.0%	-11.3	-7.6%	-3.4	4.4%	-0.7	10.5%	i
Cc1nc2nc[nH]n2c(=O)c1NS(=O)(=O)c1ccc(C(C)(C)C)cc1
 : 0.3%	10.2	i	1.1	-5.0%	-3.8	11.5%	i
Cc1ccc(NC(=S)NCc2ccccc2)cc1C
 : /	22.4	i	0.9	3.9%	-0.8	9.0%	i
O=C(Nc1ccc(N2CCOCC2)cc1)C1CCN(S(=O)(=O)c2ccc3c(c2)OCCO3)CC1
 : -1.6%	-13.5	-0.8%	-3.5	-6.6%	-0.8	4.8%	i
COc1ccc(NC(=O)c2cc(=O)[nH]c3ccccc23)cc1S(=O)(=O)N1CCOCC1
 : /	0.0	i	3.7	-20.2%	0.8	2.6%	i
NC(=S)NNC(=O)/C(=C/c1ccc(Br)cc1)NC(=O)c1ccccc1
 : -1.3%	-1.6	i	1.9	1.6%	-0.5	2.3%	i
Cc1ccc(-c2nnn(CC(=O)N(c3ccc(F)cc3)C(C(=O)NC(C)(C)C)c3ccco3)n2)o1 (stereo not given)
 : -0.6%	30.4	i	4.6	7.0%	-3.1	-7.9%	i

(list continues)
Order of values: MmCpn inh	D3 antag	PTHR1 ag	DRD3 agonist	EPAC2 antagonist	CCT modulator	EPAC2 ag	Akt phos inh
CCc1ccccc1N(C)S(=O)(=O)c1ccc2[nH]cc(C(=O)O)c(=O)c2c1
 : -0.1%	6.0	-1.5%	4.3	-12.2%	-0.5	-7.8%	i
CC(NC(=O)CN1CCN(c2ccccc2F)CC1)c1ccccc1 (stereo not given)
 : -4.2%	-12.1	-8.8%	16.5	6.8%	-0.7	-4.7%	i
CCOC(=O)N1CCN(C(=O)C2CCN(C(=O)c3cc(OC)cc(OC)c3)CC2)CC1
 : -10.8%	8.0	i	8.1	8.9%	-1.8	0.2%	i
O=C(CN1CCCc2ccccc21)NC(=O)NCc1ccco1
 : 0.3%	-17.8	-3.5%[57.5 µM]	-9.2	-11.7%	-1.2	13.6%	i
CCC(Sc1nc(=O)cc(N)n1CCc1ccccc1)C(=O)Nc1cc(C)on1 (stereo not given)
 : -0.4%	-15.3	i	-1.5	-0.7%	-2.7	14.2%	i
CCN(C(=O)COC(=O)c1cccc(S(=O)(=O)NCc2ccccc2)c1)c1ccccc1
 : 0.6%	-2.2	-30.8%[inhibitor]	6.6	10.4%	-1.7	9.3%	i

Not all compounds are listed (hit frequency here may not be typical).
